# eIF4E 4G PPI – blocks eIF4E binding to eIF4G | inhibition, % at 21.7 µM | P63073+Q04637 | AID 782 | actives 0.37% (n = 220,000) | TR-FRET eIF4E-eIF4GI(517-606) binding, 2 h;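 active means inhibition above about 30%, limit read from the data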;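 further: 0% = full FRET control wells and 100% = background wells lacking eIF4GI fragment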
# Target sequence (P63073 whole entry, looked up, the tested form may be a part): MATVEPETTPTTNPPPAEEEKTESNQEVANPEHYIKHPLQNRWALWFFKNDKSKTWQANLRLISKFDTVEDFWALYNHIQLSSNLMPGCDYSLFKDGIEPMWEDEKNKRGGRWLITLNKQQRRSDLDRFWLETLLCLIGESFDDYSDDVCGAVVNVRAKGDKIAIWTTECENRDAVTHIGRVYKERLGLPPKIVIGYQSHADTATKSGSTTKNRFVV
# Target sequence (Q04637 whole entry, looked up, the tested form may be a part): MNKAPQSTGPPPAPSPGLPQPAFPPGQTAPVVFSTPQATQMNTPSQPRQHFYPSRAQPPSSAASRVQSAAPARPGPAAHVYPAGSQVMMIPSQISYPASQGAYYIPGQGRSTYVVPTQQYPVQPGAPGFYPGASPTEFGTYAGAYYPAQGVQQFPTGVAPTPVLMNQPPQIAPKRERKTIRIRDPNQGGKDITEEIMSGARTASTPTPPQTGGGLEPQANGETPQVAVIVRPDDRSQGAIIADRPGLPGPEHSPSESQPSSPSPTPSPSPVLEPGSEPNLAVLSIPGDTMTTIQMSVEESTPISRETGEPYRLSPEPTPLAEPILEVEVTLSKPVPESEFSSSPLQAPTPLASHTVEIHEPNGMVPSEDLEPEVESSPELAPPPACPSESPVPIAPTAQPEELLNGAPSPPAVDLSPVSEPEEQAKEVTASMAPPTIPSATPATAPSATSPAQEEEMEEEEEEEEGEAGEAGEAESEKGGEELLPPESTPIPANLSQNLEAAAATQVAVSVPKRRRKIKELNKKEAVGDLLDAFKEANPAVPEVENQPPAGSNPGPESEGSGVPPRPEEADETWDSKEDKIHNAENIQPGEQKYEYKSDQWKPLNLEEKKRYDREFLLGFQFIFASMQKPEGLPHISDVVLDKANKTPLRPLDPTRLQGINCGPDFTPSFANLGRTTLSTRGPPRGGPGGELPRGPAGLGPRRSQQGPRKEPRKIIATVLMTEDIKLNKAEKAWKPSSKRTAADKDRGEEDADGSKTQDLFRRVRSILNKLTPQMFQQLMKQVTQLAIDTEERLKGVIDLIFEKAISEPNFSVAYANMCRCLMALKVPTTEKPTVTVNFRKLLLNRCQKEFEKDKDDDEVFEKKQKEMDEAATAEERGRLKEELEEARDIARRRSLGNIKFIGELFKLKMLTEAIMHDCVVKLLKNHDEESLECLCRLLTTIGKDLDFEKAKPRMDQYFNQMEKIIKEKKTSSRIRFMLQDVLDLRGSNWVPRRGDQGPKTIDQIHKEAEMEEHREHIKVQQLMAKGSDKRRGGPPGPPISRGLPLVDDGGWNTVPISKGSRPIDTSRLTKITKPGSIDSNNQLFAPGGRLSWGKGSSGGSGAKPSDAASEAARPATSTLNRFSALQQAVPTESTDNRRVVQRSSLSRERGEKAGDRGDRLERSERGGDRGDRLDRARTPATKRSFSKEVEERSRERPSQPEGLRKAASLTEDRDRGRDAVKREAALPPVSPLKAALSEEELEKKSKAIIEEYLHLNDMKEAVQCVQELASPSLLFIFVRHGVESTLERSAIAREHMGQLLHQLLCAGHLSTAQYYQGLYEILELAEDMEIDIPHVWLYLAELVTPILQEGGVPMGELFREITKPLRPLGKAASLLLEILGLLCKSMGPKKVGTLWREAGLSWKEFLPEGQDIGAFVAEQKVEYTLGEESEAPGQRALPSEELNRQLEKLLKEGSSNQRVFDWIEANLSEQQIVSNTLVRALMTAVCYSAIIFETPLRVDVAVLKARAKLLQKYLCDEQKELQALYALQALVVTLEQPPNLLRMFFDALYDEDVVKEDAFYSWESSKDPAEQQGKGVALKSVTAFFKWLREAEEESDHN
# p97 ATPase inh – blocks human p97 ATPase activity. AID 1481. actives 0.42% (n = 220,000). recombinant p97 ATPase, Kinase-Glo ATP luminescence, 3 h. P55072. inhibition, % at 8 µM; in the data active means inhibition above about 15%;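 further: 0% = DMSO vehicle and 100% = wells lacking enzyme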
# EP2 modulator – modulates human prostaglandin E2 receptor EP2 signaling; EP2-expressing cells, cAMP HTRF FRET, PGE2 co-stimulation; AID 940; induction, % at 25 µM; actives 0.83% (n = 260,000); P43116;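 active means compounds whose cAMP rise, as percent of the full-agonist control response, exceeds 60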;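 further: rat C6 glioma line stably carrying human EP2 under a CMV promoter; the protocol text gives 20 µM as final concentration; 100% = response of wells given 1 µM PGE2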
# NPY1 pot ag – human NPY-Y1 potentiation or agonism, primary screen; activation, % at 3.6 µM; NPY-Y1 expressing cells, potentiator/agonist activation; actives 0.37% (n = 220,000); P25929; AID 1304; in the data active means activation above about 33%, passing the limit was not always enough;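 further: cells stimulated with NPY at EC10 then isoproterenol at EC100; 0% = low agonist plus stimulus and 100% = saturating agonist plus stimulus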
# NPY-Y2 PAM-ag – human NPY-Y2 potentiation or agonism, primary screen | P49146 | cells expressing NPY-Y2, potentiator/agonist read-out | activation, % at 3.6 µM | actives 0.45% (n = 220,000); in the data active means activation above about 27%;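 further: cells stimulated with NPY near EC25 plus isoproterenol at EC100; 0% = vehicle plus submaximal agonist and 100% = vehicle plus saturating agonist; some results beyond the cut were filed as inactive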
# NPY-Y1 antag – blocks the human neuropeptide Y Y1 receptor; inhibition, % at 3.6 µM; HEK293-CNG Y1 cells, membrane potential fluorescence; NPY at EC95, then isoproterenol; actives 1% (n = 200,000);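 active means inhibition above the campaign mean inhibition of all tested compounds plus 3 SD, cut at about 20% in these data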;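 further: 0% = DMSO wells given NPY plus isoproterenol and 100% = isoproterenol alone without NPY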
#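 Assay system: HEK293 Y1/CNG channel cell line; Doses: single compound dose of 3.6 µM, 0.4% DMSO; Timing: dye 3 h, compound 60 min room temperature, stimulation 45 min; Technique: Membrane-potential fluorescent dye readout; Measure: % inhibition of NPY effect.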
# S1P4 antagonist – blocks the human S1P4 receptor; inhibition, % at 4.98 µM; S1P4-expressing cells, antagonist mode, reporter read-out; AID 1510; O95977; actives 0.26% (n = 220,000); in the data active means inhibition above about 29%;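 further: 0% = wells stimulated with agonist and 100% = vehicle wells without agonist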
# EP2 antag – EP2 receptor (human) inhibition; inhibition, % at 25 µM; actives 0.52% (n = 260,000); C6 glioma cells expressing human EP2, cAMP TR-FRET; cells stimulated with saturating PGE2; AID 1422; P43116;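 active means percent inhibition above 40 after rounding to a whole number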;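 further: rat C6 glioma host cells with rolipram phosphodiesterase inhibitor present; the protocol text gives 20 µM as final concentration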
# S1P4 agonist – activates the human S1P4 receptor. O95977. S1P4-expressing cell line, agonist reporter assay. activation, % at 4.98 µM. actives 0.35% (n = 220,000). AID 1509; in the data active means activation above about 11%;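 further: 0% = DMSO vehicle and 100% = reference agonist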
# * marks the source's active call; other numbers are inactive results; / = no result given; & = joins results of further samples; [ ] = another dose, or the depositor's remark.
cpd	molecule	eIF4E 4G PPI	p97 ATPase inh	EP2 modulator	NPY1 pot ag	NPY-Y2 PAM-ag
1	CCOC(=O)C(/C=C(\C#N)C(=O)OCC)=C(/N)N1CCN(c2ccccc2)CC1	-1.9[fluorescence artefact?]	-5.4	7.9	-1.5	2.4
2	N#Cc1c(N)c(C(=O)c2ccccc2)n2c1CCCC2	1.3[fluorescence artefact?]	4.5	10.0	-2.2	-2.8
3	CCOC(=O)C1C(=O)NC(N2CCN(c3ccccc3)CC2)=NC1c1ccco1 (configuration not stated)	-6.7	-2.5	-7.4	-36.0	-10.2
4	CCOC(=O)c1c(C)[nH]c(=S)c(C#N)c1-c1ccccc1	5.7	4.2	41.4	6.8	1.7
5	CCN(CC)CCN1C(=O)c2ccccc2NC1c1ccccc1F (configuration not stated)	1.3[fluorescence artefact?]	-2.1	15.8	11.8	3.5
6	CC(C)(C)n1cc(S(=O)(=O)c2ccccc2)[nH]c1=O	-1.0	5.8	22.3	-2.5	41.2*
7	Cc1cc(NS(=O)(=O)c2ccc(NC(=O)c3cc(-c4cccnc4)nc4ccc(Cl)cc34)cc2)no1	-0.4	-3.0	15.1	-7.0	-19.1
8	O=C(N/N=C/c1cccc(Cl)c1)c1c(O)c2c([nH]c1=O)CCCC2	-1.0	10.6	-29.4	9.6	-5.3

cpd	NPY-Y1 antag	S1P4 antagonist	EP2 antag	S1P4 agonist
1	1.4	-2.8	12.0	1.0
2	-0.1	-10.7	6.9	-1.1
3	4.5	-3.0	7.3	0.5
4	3.6	-12.1	8.7	0.3
5	2.6	-0.1	7.0	2.7
6	3.0	7.4	3.0	-0.3
7	5.0	-10.0	7.8	0.6
8	/	3.6	5.2	-1.2

# Later entries
cpd	molecule	eIF4E 4G PPI	p97 ATPase inh	EP2 modulator	NPY1 pot ag	NPY-Y2 PAM-ag
9	O=C(NCc1ccco1)c1cc(-c2ccccc2)nc2ccccc12	2.4	-0.1	-9.3	-6.3	-5.0
10	CN(Cc1nccs1)C(=O)CC1C(=O)NCCN1Cc1ccc(-c2ccccc2)cc1 (configuration not stated)	-2.0	0.5	-14.7	-7.1	-17.3
11	O=C(CN1C(=O)CCC1=O)Nc1nc(-c2cccs2)cs1	5.3	8.1	2.1	13.3	-1.1
12	CC1/C(=C\c2ccc(Cl)cc2)C(=O)C2CC1C2(C)C (configuration not stated)	6.5	0.6	-10.5	3.4	1.8
13	O=C(CCc1ccccn1)N1CCCC(CNS(=O)(=O)c2cccs2)C1 (configuration not stated)	3.5	5.8	18.6	4.6	9.2
14	Cc1ccc(S(=O)(=O)c2cc3c(=O)n4ccccc4nc3n(CC3CCCO3)c2=N)cc1C (configuration not stated)	3.1	1.3	54.0	0.1	5.1
15	COc1ccc(Cl)cc1NC(=O)/C=C\C(=O)O	-12.4	-7.1	11.0	-9.1	4.7
16	CCOCCCNC(=S)N1CCN(CC)CC1	3.9	4.0	-1.7	4.6	7.9

cpd	NPY-Y1 antag	S1P4 antagonist	EP2 antag	S1P4 agonist
9	7.3	21.7	13.0	1.8
10	/	-14.7	2.9	1.4
11	-3.4	-2.9	4.1	-1.1
12	-5.0	-18.4	9.2	0.8
13	4.5	9.2	5.2	2.8
14	0.5	-14.9	6.4	2.4
15	-5.6	3.6	-0.6	-1.0
16	3.6	5.2	2.3	0.4

# (continued)
cpd	molecule	eIF4E 4G PPI	p97 ATPase inh	EP2 modulator	NPY1 pot ag	NPY-Y2 PAM-ag
17	CC(C)c1c(O)nc(SCCN2CCOCC2)[nH]c1=O	7.3	1.2	5.6	15.8	0.3
18	Clc1ccc(N2CCN(/N=C/c3ccncc3)CC2)cc1	5.1	-1.9	-37.6	30.1	27.9
19	CCOC(=O)C1(Cc2cccc(OC)c2)CCN(Cc2cccc3c2OCO3)CC1	1.4	-3.5	25.9	-8.7	-32.1
20	COc1ccc(S(=O)(=O)N2CCCCC2)cc1NC(=O)c1ccc2ccccc2n1	4.8[fluorescence artefact?]	2.4	40.7	-41.1	-1.0
21	Cc1c(C(=O)c2cccc([N+](=O)[O-])c2)c2ccccn2c1CCC#N	-1.6	5.5	10.2	8.3	16.7
22	CC(=O)Nc1ccc(Nc2ncnc3c2cnn3-c2ccccc2)cc1	-0.9[fluorescence artefact?]	9.7	-19.5	-15.6	10.0
23	Cc1ccc(C)c(N2CC(O)(c3cccs3)[N+]3=C2CCCC3)c1 (configuration not stated)	-1.9	4.3	8.4	0.4	-4.1
24	CCCCC(=O)NNC(=S)NC(=O)c1ccc(C)cc1	-1.6	13.0	-57.0	-13.1	-17.7

cpd	NPY-Y1 antag	S1P4 antagonist	EP2 antag	S1P4 agonist
17	3.7	1.9	1.7	-0.6
18	/	-6.3	2.3	0.1
19	21.4*	-11.8	7.4	0.3
20	-3.2	-4.6	13.4	0.9
21	4.0	-19.9	4.3	-1.2
22	-6.3	-14.9	33.8	0.7
23	3.6	3.1	2.5	0.3
24	13.2	-3.1	5.0	-0.8

# Remaining list, next part.
cpd	molecule	eIF4E 4G PPI	p97 ATPase inh	EP2 modulator	NPY1 pot ag	NPY-Y2 PAM-ag
25	Cn1cc(CCNCc2cn[nH]c2-c2ccc(-c3ccccc3)cc2)cn1	-3.7	1.1	-30.6	1.4	-10.1
26	O=C(Nc1ccccc1-c1ccccc1)NC1CCN(C(=O)N2CCOCC2)CC1	-2.4	-8.4	-0.2&3.9	0.9	-11.2
27	COC(=O)c1c(C(=O)OC)c(-c2cccc(C)c2)n2c1CS(=O)C2 (configuration not stated)	-1.7	4.8	30.0	5.0	6.7
28	Cc1nnc(NC(=O)C2(c3ccccc3)CCOCC2)s1	1.0	-6.2	4.0	-4.2	-10.6
29	CCCCCC(=O)N1CCN(CCN=CC2=C(O)CC(c3ccc(OC)cc3)CC2=O)CC1 (configuration not stated)	/	0.3	0.3	10.4	19.3
30	Cc1sc2ncn(CC(=O)NCCc3ccccc3)c(=O)c2c1C	0.8	-4.3	0.7	-13.0	2.1
31	COc1ccc(/C=C/C(=O)NCCCc2ccccc2)cc1	13.8[fluorescence artefact?]	1.8	-73.5	-25.0	1.2
32	COC(=O)C1=C(C)NC(=O)NC1c1ccco1 (configuration not stated)	-1.3	3.5	11.3	4.0	6.2

cpd	NPY-Y1 antag	S1P4 antagonist	EP2 antag	S1P4 agonist
25	/	-8.9	13.7	0.7
26	1.6	-4.5	8.5&12.8	0.7
27	-3.0	-11.4	5.1	0.0
28	-2.6	-3.8	10.2	-2.9
29	8.3	-28.6	3.5	1.9
30	6.4	-2.2	16.6	-0.6
31	15.4	-6.5	11.3	0.9
32	-3.3	-14.6	3.9	0.7

# Next section.
cpd	molecule	eIF4E 4G PPI	p97 ATPase inh	EP2 modulator	NPY1 pot ag	NPY-Y2 PAM-ag
33	Nc1nonc1-n1nnc(C(=O)N/N=C/c2ccc(OCc3ccccc3)cc2)c1COc1ccc(F)cc1	4.2	7.3	15.9	27.1	1.0
34	COc1cccc(NC(=S)N(Cc2ccco2)C(C)c2ccco2)c1 (configuration not stated)	-1.4	7.3	2.1	-0.2	8.2
35	COc1ccccc1OCC(=O)NNc1c2ccccc2nc2ccccc12	1.8	-0.8	-23.3	11.6	3.3
36	NC(=O)c1ccc(NC(=O)COC(=O)CC(NC(=O)c2ccccc2Cl)c2ccccc2)cc1 (configuration not stated)	3.9	5.5	-0.1	-19.5	1.3
37	O=C(O)CSc1nnc(-c2cc3ccccc3o2)n1-c1ccccc1	4.8	2.7	4.4	11.2	12.3
38	O=C(Cc1cccs1)N1CCN(S(=O)(=O)c2ccc(F)cc2)CC1	-0.8	2.4	9.5	8.9	22.2
39	CCOc1ccc(N2CC(O)(c3cccs3)[N+]3=C2CCCC3)cc1 (configuration not stated)	-2.9	0.6	9.7	-0.9	-6.1
40	CCOC(=O)C(NC(=O)CC)(Nc1sc2c(c1C(=O)OC)CCN(C)C2)C(F)(F)F (configuration not stated)	-10.3	-5.7	12.2	5.9	-12.1

cpd	NPY-Y1 antag	S1P4 antagonist	EP2 antag	S1P4 agonist
33	/	-3.3	8.7	-0.2
34	-4.1	-16.5	0.3	-0.5
35	/	-6.6	7.4	1.4
36	3.1	-18.2	17.6	-1.2
37	-5.8	-16.1	20.5	-2.1
38	-4.3	2.0	8.0	-1.2
39	8.7	-4.6	4.7	-0.1
40	-1.1	-6.4	5.2	1.3

# The results go on.
cpd	molecule	eIF4E 4G PPI	p97 ATPase inh	EP2 modulator	NPY1 pot ag	NPY-Y2 PAM-ag
41	COc1ccc(Nc2nnc(Cc3ccccc3)c(=O)[nH]2)c(OC)c1	-2.1	2.0	-33.8	-7.5	3.0
42	O=C(C1CCCN(Cc2cccnc2)C1)N1CCCCC1 (configuration not stated)	0.5[fluorescence artefact?]	-4.9	20.2	-25.5	-6.6
43	COc1ccc(Cl)cc1C(=O)OCC(=O)NC(=O)c1cccn1C	2.9	-0.1	-10.4	-2.0	-12.3
44	CN(C)CCC(=O)c1cccc(Br)c1	3.1	7.1	-39.5	-1.4	9.5
45	O=S(=O)(Nc1cc(S(=O)(=O)N2CCOCC2)ccc1N1CCCC1)c1cccs1	-2.1	-3.9	-22.7	-7.8	-11.3

cpd	NPY-Y1 antag	S1P4 antagonist	EP2 antag	S1P4 agonist
41	2.3	-31.6	1.5	3.2
42	-2.1	16.4	4.9	0.4
43	-2.4	-13.9	-0.6	-0.5
44	-6.6	-18.1	16.2	-0.3
45	10.9	-15.7	7.4	0.4

# An excerpt from above in order of heavy-atom count, largest number first:
cpd	molecule	eIF4E 4G PPI	p97 ATPase inh	EP2 modulator	NPY1 pot ag	NPY-Y2 PAM-ag
33	Nc1nonc1-n1nnc(C(=O)N/N=C/c2ccc(OCc3ccccc3)cc2)c1COc1ccc(F)cc1	4.2	7.3	15.9	27.1	1.0
36	NC(=O)c1ccc(NC(=O)COC(=O)CC(NC(=O)c2ccccc2Cl)c2ccccc2)cc1 (configuration not stated)	3.9	5.5	-0.1	-19.5	1.3
40	CCOC(=O)C(NC(=O)CC)(Nc1sc2c(c1C(=O)OC)CCN(C)C2)C(F)(F)F (configuration not stated)	-10.3	-5.7	12.2	5.9	-12.1
45	O=S(=O)(Nc1cc(S(=O)(=O)N2CCOCC2)ccc1N1CCCC1)c1cccs1	-2.1	-3.9	-22.7	-7.8	-11.3
35	COc1ccccc1OCC(=O)NNc1c2ccccc2nc2ccccc12	1.8	-0.8	-23.3	11.6	3.3
41	COc1ccc(Nc2nnc(Cc3ccccc3)c(=O)[nH]2)c(OC)c1	-2.1	2.0	-33.8	-7.5	3.0
38	O=C(Cc1cccs1)N1CCN(S(=O)(=O)c2ccc(F)cc2)CC1	-0.8	2.4	9.5	8.9	22.2
42	O=C(C1CCCN(Cc2cccnc2)C1)N1CCCCC1 (configuration not stated)	0.5[fluorescence artefact?]	-4.9	20.2	-25.5	-6.6
44	CN(C)CCC(=O)c1cccc(Br)c1	3.1	7.1	-39.5	-1.4	9.5

cpd	NPY-Y1 antag	S1P4 antagonist	EP2 antag	S1P4 agonist
33	/	-3.3	8.7	-0.2
36	3.1	-18.2	17.6	-1.2
40	-1.1	-6.4	5.2	1.3
45	10.9	-15.7	7.4	0.4
35	/	-6.6	7.4	1.4
41	2.3	-31.6	1.5	3.2
38	-4.3	2.0	8.0	-1.2
42	-2.1	16.4	4.9	0.4
44	-6.6	-18.1	16.2	-0.3

# Screening data as filed in PubChem BioAssay.

# Some of the compounds tested; count on the stated rates, not on these rows.
